Screens from PubChem BioAssay.
ALOX12 inh = inhibitors of human 12S-lipoxygenase ALOX12 | P18054 | purified 12hLO, xylenol orange hydroperoxide absorbance | Potency, µM (titrated, usually from 108 µM), inactives show at the top dose activity change, negative = inhibition, hits mostly inhibitors | actives 1.1% (n = 580,000); active = well fitted inhibition curve with a large enough effect; inconclusive = small, poorly fitted or top-dose-only effect, or another doubt; inactive = no such curve, though single readings can be large or run the other way
Target sequence (P18054 whole entry, looked up): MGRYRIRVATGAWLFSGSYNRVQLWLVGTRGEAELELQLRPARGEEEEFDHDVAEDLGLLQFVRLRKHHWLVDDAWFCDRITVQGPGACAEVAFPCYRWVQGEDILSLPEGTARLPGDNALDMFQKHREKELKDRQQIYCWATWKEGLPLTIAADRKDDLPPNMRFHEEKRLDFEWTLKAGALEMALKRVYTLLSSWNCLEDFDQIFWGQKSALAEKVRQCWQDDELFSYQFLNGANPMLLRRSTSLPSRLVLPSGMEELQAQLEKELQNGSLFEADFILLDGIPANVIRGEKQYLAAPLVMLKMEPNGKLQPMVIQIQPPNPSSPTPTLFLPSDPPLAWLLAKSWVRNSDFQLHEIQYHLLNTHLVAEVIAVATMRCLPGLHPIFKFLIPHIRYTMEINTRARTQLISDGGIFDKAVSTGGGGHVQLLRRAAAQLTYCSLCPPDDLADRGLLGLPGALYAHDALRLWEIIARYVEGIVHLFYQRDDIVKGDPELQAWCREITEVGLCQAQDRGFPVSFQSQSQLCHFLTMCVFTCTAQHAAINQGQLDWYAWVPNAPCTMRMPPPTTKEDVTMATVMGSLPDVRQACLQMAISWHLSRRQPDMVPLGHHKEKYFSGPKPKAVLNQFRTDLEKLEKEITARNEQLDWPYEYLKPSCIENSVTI
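Purified human 12hLO (150 nM final) in 25 mM Hepes, 0.01% Triton X-100, pH 7.0 was preincubated 15 min at room temperature with compound. Then 40 uM arachidonic acid was added, 30 min. Hydroperoxide was read by Fe-XO absorbance ratio 573/405 nm.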
* = called active by the depositor; ? = inconclusive; [ ] = dose if it differs, or a comment. % is scaled to controls: 0 for no effect and ±100 for the full control effect; potency is read from the fitted curve at half-maximal effect.

SMILES	ALOX12 inh
Cc1cccc(C(=O)N2CC[C@@H](NC(=O)c3cnccn3)[C@H](O)C2)n1	49%[activator]
Cc1ccc(NC(=O)CN2C(=O)NC3(CCOCC3)C2=O)cc1C	?
CC(=O)NCCc1ccccc1C	7%
CCOC(=O)CCN(C)Cc1ccc(OC)c(OC)c1	37%[activator]
O=C(O)CCC(=O)N[C@H]1CO[C@H]2[C@@H]1OC[C@@H]2Nc1nccc(-c2ccco2)n1	3%[176 µM]
CC(C)CC(=O)Nc1ccnn1C1CCN(C(=O)c2cc(-c3ccccc3)n[nH]2)CC1	12%
O=C(NCCN1CCC(n2c(=O)[nH]c3ccccc32)CC1)c1ccc(F)c(F)c1	?
COc1ccc(/C(=N/OC(=O)c2ccc(Cl)cc2)c2nccc3cc(OC)c(OC)cc23)cc1OC	?
CC(C)c1nc2oc3c(NCCN(C)C)ncnc3c2c2c1COC(C)(C)C2	-52%
CN(C)c1nc2c(c(=O)[nH]1)CCN(C(=O)CCC1CCCC1)CC2	33%
COc1ccccc1CNC(=O)c1nnn2cc(C)[nH]c(=O)c12	-9%
CCC1Oc2ccccc2N(CC(=O)N2CCCC2)C1=O (stereo not given)	-17%
O=C(NCc1ccc(F)cc1)N(Cc1ccc(Cl)c(Cl)c1)Cc1ccccn1	-2%
Cn1c(-c2ccccc2)csc1=N	?
CCCCCCC(=O)N/N=C/c1ccc(C(C)C)cc1	31%[activator]
COc1cccc(-c2nc3cc4c(cc3cc2CN(C(=O)c2csc(C)n2)C2CC2)CCC4)c1OC	10%
CN(C(=O)CCc1ccsc1)C1CCCN(CCc2ccccc2)C1 (stereo not given)	-8%
CCNC(=O)O[C@@H]1CO[C@H]2[C@@H]1OC[C@@H]2NS(=O)(=O)c1ccccc1C#N	33%[activator][176 µM]
O=C(COc1ccccc1Cl)c1ccc2c(c1)N(CC(=O)N1CCCC1)C(=O)CO2	39%
O=C(NCc1nnc2cc(-c3nc(C4CC4)no3)ccn12)C1CC1	-9%
O=c1oc2cc(O)ccc2cc1-c1nc2ccccc2o1	?
O=C(c1cnn(-c2ccc(F)cc2)c1-n1cccc1)N1CCC2(CC1)OCCO2	-23%
CCc1ccccc1NCC(=O)Nc1ccc(C#N)cc1	?
CCSc1ncc(Cl)c(C(=O)Nc2nnc(CC(C)C)s2)n1	5%
O=C(CC[C@H]1NC(=O)c2ccccc2NC1=O)Nc1nc2c(s1)CCC2	-5%
Additional results follow.
SMILES	ALOX12 inh
COc1ccc(C(=O)N2CCC3(CC2)CN[S+](=O)([O-])c2cccnc2O3)cc1	1%[6.33 µM]
COc1cc(CNC(=O)c2ccc3cn[nH]c3c2)cc(OC)c1OC	-25%
Cc1nc(C(=O)N2CCCC(CCc3cccc(C(F)(F)F)c3)C2)c(C)o1 (stereo not given)	13%
C[C@H](CO)N1C[C@H](C)[C@@H](CN(C)Cc2cccc3c2OCCCO3)OCc2cnnn2CCCC1=O	-27%
CC(O)(c1ccc(F)c(F)c1)c1nc(-c2cccc(C(=O)O)c2)cs1 (stereo not given)	-7%
CCCc1noc(-c2cccn3c(CNC(=O)Cc4c[nH]c5ccccc45)nnc23)n1	-10%
O=C(c1ccc(Cl)cc1)N1CC2(CCCN(CC3CCCCC3)C2)Cc2ccccc21 (stereo not given)	?
COCCC(=O)N[C@@H]1CN(S(C)(=O)=O)C[C@H]1CN(C)C	24%
CC1(C)C(=O)N(Cc2ccccc2)[C@H]2CN(CC3CCOC3)C[C@H]2[S+]1(=O)[O-] (stereo not given in full)	-2%[176 µM]
CC(C)(C)C(=O)N1N=C(c2ccsc2)CC1c1ccc2nccnc2c1 (stereo not given)	16%
CN1C(=O)c2cccn2CC1CNC(=O)c1ccco1 (stereo not given)	30%[activator]
COc1cc(=O)n2c(c1C(=O)NCc1ccco1)CCN(C(=O)c1ccccc1-c1ncc[nH]1)CC2	36%[activator]
CC(C)(C)Cn1c(N)nc2ccc(-c3[nH]c(C(C)(C)C)nc3-c3ccc(F)cc3)nc21	-24%[57.4 µM]
COc1ccc(C(=O)NCCn2c(C)cnc2-c2ccncc2)cc1	35%
CN(Cc1ccccc1)C(=O)c1ccc(Cc2cn(C)c3ccccc23)nc1	-26%
C#CCN(C[C@H]1[C@H](OC(=O)NCC2CCCCC2)[C@H](OC(=O)NCC2CCCCC2)C[C@H]2C(=O)N(c3ccccc3)C(=O)[C@@H]12)S(=O)(=O)c1ccc(C)cc1	45µM*
COC(=O)c1ccc(CSc2ccccc2NC(=S)Nc2cccc(SC)c2)o1	?
COc1ccc([C@H]2C[C@@H](O)[C@@H](O)[C@@H]2NS(=O)(=O)c2ccc(Cl)cc2)cc1	-25%[176 µM]
COCCN1CCOc2nc(-c3ccc(F)c(Cl)c3)ncc2C1=O	-3%[176 µM]
CC(Oc1cccc(Cl)c1)C(=O)N1CCc2ccccc21 (stereo not given)	-13%
CN(C(=S)NC(=O)C1CCCC1)c1ccccc1	20µM*
Cn1ccnc1SCC(=O)NC1(C#N)CCCCCC1	9%
CC(C)CNC(=O)c1cc2n(n1)CC(c1ccc3c(c1)OCO3)OC2 (stereo not given)	29%
N#Cc1ccc(C(=O)NCCc2ccco2)cc1	17%
Cc1cnc(C)c(N2CCN(C(=O)[C@H]3CC[C@@H](N)C3)CC2)n1	12%

Shown as a markdown table: entries from further up.
| structure | ALOX12 inh |
| --- | --- |
| CN(Cc1ccccc1)C(=O)c1ccc(Cc2cn(C)c3ccccc23)nc1 | -26% |
| C#CCN(C[C@H]1[C@H](OC(=O)NCC2CCCCC2)[C@H](OC(=O)NCC2CCCCC2)C[C@H]2C(=O)N(c3ccccc3)C(=O)[C@@H]12)S(=O)(=O)c1ccc(C)cc1 | 45µM* |

Additional entries
SMILES	ALOX12 inh
O=C(c1cnccn1)N1CCCCCCn2c(nnc2-c2ccc(F)cc2)CC1	26%
CCCCCCn1c(=O)n2n(c1=O)[C@@H]1CN(S(=O)(=O)c3ccc(C)cc3)C[C@]1(O)[C@@H](OC(=O)NCc1ccco1)C2	-14%
CCN(C)C(=O)CCc1c(C)nn(-c2ccccc2)c1Oc1ccccc1F	?
CCOC(=O)C1=C[C@@H](CC)N(S(=O)(=O)c2ccc(C)cc2)[C@H]1c1ccccc1	30%
CCCOc1ccccc1NC(=O)Cc1nn(C)c(=O)c2ccccc12	?
Cc1cncc(C(=O)N[C@@H]2CN(Cc3ccccc3)C[C@H]2CN(C)C)c1	23%
COC(=O)c1ccc(C)c(NC(=O)CN2c3ccc(C(C)C)cc3-c3ccccc3S2(=O)=O)c1	24%
O=C(N[C@H]1C[C@H]2C(=O)Nc3ccccc3C(=O)N2C1)c1ccccc1	8%[176 µM]
Cc1nc([C@H]2CCN(Cc3ccc(C)o3)C[C@H]2NC(=O)C2CCOCC2)n[nH]1	54%[activator]
Cc1ccc(C)c(-n2nc(C)cc2NC(=O)CN(C)Cc2ccccc2)c1	9%
COCc1nc(C2CC(NC(=O)c3nnc4nc(C)ccn34)C2)cc(=O)[nH]1 (stereo not given)	17%
O=C(NC1CC1)c1ccc2c(c1)C1(CCN(CC3CC3)C1)CN2Cc1ccccc1 (stereo not given)	21%[176 µM]
CN(CC(=O)NC(=O)NC1CCCC1)Cc1ccc(C(F)(F)F)cc1	-22%
CCOc1ccc(C(=O)Nc2sc(C)c(CC)c2C#N)cc1	?
O=C1NCCCCCN(C(=O)c2ccoc2)[C@H]2CCCC[C@@H]12	29%
COc1ccc(CNC(=O)N(C)CCOc2ccccc2C)cc1OC	-7%
Cc1nc2c(c(-c3ccc(O)cc3)n1)CN(Cc1ccsc1)CC2	?
O=C1CCCN1c1cccc(-c2csc(-c3cccnc3)n2)c1	?
CC1CCCC(C)N1C(=O)CSc1nc2cc(Cl)ccc2s1 (stereo not given)	-10%
Cc1cc(O)cc(=O)n1-c1ccc(OC(F)F)cc1	-4%
COc1cc(C(=O)Nc2cccc(O)c2)c2ccccc2n1	4%
O=C(c1nc2c(o1)CCN(Cc1cccc(Cl)c1)CC2)N1CCOCC1	-2%[176 µM]
CC(=O)N1CCC(C(=O)N(C)CC2(C)CCOCC2)CC1	49%[activator]
COCC(=O)N(C1CCOCC1)C1CCN(C(=O)c2ccc(OC)cc2C)CC1	16%
Cc1ccccc1N1CCN(C(=O)c2noc(-c3ccc[nH]c3=O)n2)CC1	43%
New compounds follow.
SMILES	ALOX12 inh
COc1ccc(F)cc1-c1ccc(C(=O)O)cc1	9%[12.5 µM]
Cc1cc(C)cc(C(=O)NC23CC4CC(CC(C4)C2)C3)c1	?
CCc1nc2c(c(-c3ccc(OC)cc3)n1)CCN(C(=O)c1ccccc1F)CC2	4%[6.33 µM]
Cc1nc(N2CCS(=O)CC2)c2c(-c3ccccc3)csc2n1	?
Cc1ccc2oc(-c3ccccc3F)cc(=O)c2c1	-50%
Cc1noc(CN2CCN(c3cccc(F)c3C#N)CC2)n1	-24%
COc1cccc(C(=O)N2CC(=O)N(c3ccc(C)cc3)CC2C)c1OC (stereo not given)	26%
COc1ccc(S(=O)(=O)N2CCN(c3ccccc3)CC2)cc1-c1noc(C(C)(C)C)n1	2%
CN(CC(=O)Nc1ccccc1OC(F)(F)F)S(=O)(=O)c1ccc2ccccc2c1	-6%
COCCOC1CCNCC1	10%
Cc1cccc2cc(CN(C(=O)c3ccc(C(F)(F)F)cc3)C3CC3)c(N3CCC(O)CC3)nc12	5%
O=C(N[C@@H]1CN(C(=O)Cn2c(=O)oc3ccccc32)CC[C@@H]1CO)c1ccccc1	53%[activator]
Cn1nnnc1NCc1ccc(-c2ccc(Br)cc2)o1	-9%
CN(Cc1ccsc1)C(=O)Cc1ccc(-c2ccccc2)cc1	-17%
Cc1cc(C(=O)NC2CC2)c2c(C3CCCN3)noc2n1 (stereo not given)	?
O=C(c1ccccc1F)N1CCCC(Cc2nc(C3CCOCC3)no2)C1 (stereo not given)	20%
COc1ccccc1NC(=O)c1cc2ccccc2cc1OCC(N)=O	35µM*
CCc1ccc(C(=O)N2CCC3(CC2)N(C)C(=O)CS3(=O)=O)cc1	11%
CC1Cc2ccccc2N1C(=O)Cn1cc(C(F)(F)F)ccc1=O (stereo not given)	7%
CCOC(=O)C1(Cc2cccc(OC)c2)CCCN(C(=O)COc2ccccc2)C1 (stereo not given)	19%
COc1cccc(NC(=O)N2CCC(Oc3ncccc3C(=O)N3CCOCC3)C2)c1 (stereo not given)	14%
O=c1cc(CN2CCN(c3ccc(F)cc3)CC2)c2cc(O)ccc2o1	?
Cc1occc1C(=O)Nc1cccc(-c2nc(CNC(=O)c3ccc4ccccc4n3)c(C)o2)c1	-2%
O=C(c1cccc2nccnc12)N1CCc2c(ncnc2N2CCOCC2)C1	?
COCCNC(=O)C1CCCN(C(=O)/C=C/c2ccccc2)CC1 (stereo not given)	-5%

As entered above.
In ALOX12 inh, `CC(=O)N1CCC(C(=O)N(C)CC2(C)CCOCC2)CC1` has the entry 49%[activator]
In ALOX12 inh, `O=C(N[C@@H]1CN(C(=O)Cn2c(=O)oc3ccccc32)CC[C@@H]1CO)c1ccccc1` has the entry 53%[activator]

Next section:
SMILES	ALOX12 inh
Cc1ccc(Cl)cc1NC(=O)c1cc(=O)[nH]c2ccc(S(=O)(=O)N3CCOCC3)cc12	?
C[C@@H]1CCCCO[C@H](CN(C)Cc2ccc(C(=O)O)cc2)[C@@H](C)CN([C@H](C)CO)C(=O)c2cc(N(C)C)ccc2O1	?
CC(=O)NNC(=S)NCC(C)C	49%[activator]
Cc1noc(C)c1CCC(=O)Nc1cc(C(=O)O)ccc1Cl	15%
COc1cccc(CC(=O)N2CCOc3ccc(CN4CCc5ccccc5C4)cc3C2)c1	117%[activator]
O=C(NCCCNC(=O)c1ccc(Cl)cc1Cl)c1nc2ccccc2c(=O)[nH]1	48%[activator]
COc1ccc(C2(C(=O)N3CCCC(c4nc(CCOCC5CC5)no4)C3)CC2)cc1 (stereo not given)	46%[activator]
Cc1cn2nc(C(=O)NCc3ccc(C(F)(F)F)cc3)cc2c(N2CCSCC2)n1	38%
Cc1cccc(C)c1Cn1c(C)c(C(=O)NCc2ccc([N+](=O)[O-])cc2)sc1=O	11%
COc1ccc(S(=O)(=O)Nc2nc3ccccc3nc2Nc2ccc(OC)cc2OC)cc1	-14%
CCNC(=O)N1CCC(=O)N(CC)C2(CCOCC2)C1	37%
O=C(NCc1cccs1)c1nc(-c2cccc(C(F)(F)F)c2)c2cnccn12	-21%
O=C(NCc1ccnc2[nH]ccc12)c1cc(F)ccc1Br	10%
CCC(C(=O)NN1CCCCC1)c1ccccc1 (stereo not given)	11%
COc1ccc(CNC(=O)/C(C)=C/c2ccccc2)cc1	0%
COC(=O)C1CCN(C2CN(Cc3cn(Cc4ccc(C(F)(F)F)cc4)nn3)S(=O)(=O)C2)CC1 (stereo not given)	9%
O=c1[nH]c2cccnc2n1C1CC1	?
COc1cc(NC(=O)CCc2ncc(-c3ccc(C)cc3)o2)cc(OC)c1	-70%
CSc1ccc(Oc2cccc3c2S(=O)(=O)N([C@H](C)c2ccccc2)C[C@@H](COCc2ccccc2)O3)cc1C	2%
CCCCCCCCCOc1ccc(C#N)c(O)c1	?
CNC(=O)[C@@H]1C[C@@H](n2cc(CNC(=O)Nc3ccc(F)cc3F)nn2)CN1	2%
FC(F)(F)c1ccc(CN2CCNc3cc(Nc4cccnc4)ncc3C2)cc1	-18%[176 µM]
CSc1ccc(-c2nc(CN(C)Cc3cnccn3)c(C)o2)cc1	40%[activator]

Seven structures already listed, sorted by SMILES length, descending.
SMILES	ALOX12 inh
CNC(=O)[C@@H]1C[C@@H](n2cc(CNC(=O)Nc3ccc(F)cc3F)nn2)CN1	2%
COc1ccc(S(=O)(=O)Nc2nc3ccccc3nc2Nc2ccc(OC)cc2OC)cc1	-14%
O=C(NCCCNC(=O)c1ccc(Cl)cc1Cl)c1nc2ccccc2c(=O)[nH]1	48%[activator]
CSc1ccc(-c2nc(CN(C)Cc3cnccn3)c(C)o2)cc1	40%[activator]
O=C(NCc1ccnc2[nH]ccc12)c1cc(F)ccc1Br	10%
CCNC(=O)N1CCC(=O)N(CC)C2(CCOCC2)C1	37%
CCC(C(=O)NN1CCCCC1)c1ccccc1 (stereo not given)	11%

Not all compounds are listed; count on the stated rates, not on these rows.
